CXXC DNA block = qHTS Fluorescence Polarization Assay for Inhibitors of MLL CXXC domain - DNA interaction. Histone-lysine N-methyltransferase 2A (Homo sapiens), Q03164. MLL-CXXC / FITC-HOXA9 DNA fluorescence polarization. Potency, µM (top dose mostly 115 µM), for inactives: at the top dose activity change, negative = inhibition, usual class: inhibitors. hit rate 0.037% among 290,000. AID 2662, 2010; active = well fitted inhibition curve with a large enough effect in the polarisation, with a control signal flat, not every such curve was filed as active; inconclusive = small, poorly fitted or top-dose-only effect, or effect the other way, or a change in a side signal; inactive = no such curve, though single readings can be large or run the other way; the % refers to the polarisation; also: potency is read from the fitted curve at half-maximal effect
Target sequence (Q03164 whole entry, looked up, the tested form may be a part): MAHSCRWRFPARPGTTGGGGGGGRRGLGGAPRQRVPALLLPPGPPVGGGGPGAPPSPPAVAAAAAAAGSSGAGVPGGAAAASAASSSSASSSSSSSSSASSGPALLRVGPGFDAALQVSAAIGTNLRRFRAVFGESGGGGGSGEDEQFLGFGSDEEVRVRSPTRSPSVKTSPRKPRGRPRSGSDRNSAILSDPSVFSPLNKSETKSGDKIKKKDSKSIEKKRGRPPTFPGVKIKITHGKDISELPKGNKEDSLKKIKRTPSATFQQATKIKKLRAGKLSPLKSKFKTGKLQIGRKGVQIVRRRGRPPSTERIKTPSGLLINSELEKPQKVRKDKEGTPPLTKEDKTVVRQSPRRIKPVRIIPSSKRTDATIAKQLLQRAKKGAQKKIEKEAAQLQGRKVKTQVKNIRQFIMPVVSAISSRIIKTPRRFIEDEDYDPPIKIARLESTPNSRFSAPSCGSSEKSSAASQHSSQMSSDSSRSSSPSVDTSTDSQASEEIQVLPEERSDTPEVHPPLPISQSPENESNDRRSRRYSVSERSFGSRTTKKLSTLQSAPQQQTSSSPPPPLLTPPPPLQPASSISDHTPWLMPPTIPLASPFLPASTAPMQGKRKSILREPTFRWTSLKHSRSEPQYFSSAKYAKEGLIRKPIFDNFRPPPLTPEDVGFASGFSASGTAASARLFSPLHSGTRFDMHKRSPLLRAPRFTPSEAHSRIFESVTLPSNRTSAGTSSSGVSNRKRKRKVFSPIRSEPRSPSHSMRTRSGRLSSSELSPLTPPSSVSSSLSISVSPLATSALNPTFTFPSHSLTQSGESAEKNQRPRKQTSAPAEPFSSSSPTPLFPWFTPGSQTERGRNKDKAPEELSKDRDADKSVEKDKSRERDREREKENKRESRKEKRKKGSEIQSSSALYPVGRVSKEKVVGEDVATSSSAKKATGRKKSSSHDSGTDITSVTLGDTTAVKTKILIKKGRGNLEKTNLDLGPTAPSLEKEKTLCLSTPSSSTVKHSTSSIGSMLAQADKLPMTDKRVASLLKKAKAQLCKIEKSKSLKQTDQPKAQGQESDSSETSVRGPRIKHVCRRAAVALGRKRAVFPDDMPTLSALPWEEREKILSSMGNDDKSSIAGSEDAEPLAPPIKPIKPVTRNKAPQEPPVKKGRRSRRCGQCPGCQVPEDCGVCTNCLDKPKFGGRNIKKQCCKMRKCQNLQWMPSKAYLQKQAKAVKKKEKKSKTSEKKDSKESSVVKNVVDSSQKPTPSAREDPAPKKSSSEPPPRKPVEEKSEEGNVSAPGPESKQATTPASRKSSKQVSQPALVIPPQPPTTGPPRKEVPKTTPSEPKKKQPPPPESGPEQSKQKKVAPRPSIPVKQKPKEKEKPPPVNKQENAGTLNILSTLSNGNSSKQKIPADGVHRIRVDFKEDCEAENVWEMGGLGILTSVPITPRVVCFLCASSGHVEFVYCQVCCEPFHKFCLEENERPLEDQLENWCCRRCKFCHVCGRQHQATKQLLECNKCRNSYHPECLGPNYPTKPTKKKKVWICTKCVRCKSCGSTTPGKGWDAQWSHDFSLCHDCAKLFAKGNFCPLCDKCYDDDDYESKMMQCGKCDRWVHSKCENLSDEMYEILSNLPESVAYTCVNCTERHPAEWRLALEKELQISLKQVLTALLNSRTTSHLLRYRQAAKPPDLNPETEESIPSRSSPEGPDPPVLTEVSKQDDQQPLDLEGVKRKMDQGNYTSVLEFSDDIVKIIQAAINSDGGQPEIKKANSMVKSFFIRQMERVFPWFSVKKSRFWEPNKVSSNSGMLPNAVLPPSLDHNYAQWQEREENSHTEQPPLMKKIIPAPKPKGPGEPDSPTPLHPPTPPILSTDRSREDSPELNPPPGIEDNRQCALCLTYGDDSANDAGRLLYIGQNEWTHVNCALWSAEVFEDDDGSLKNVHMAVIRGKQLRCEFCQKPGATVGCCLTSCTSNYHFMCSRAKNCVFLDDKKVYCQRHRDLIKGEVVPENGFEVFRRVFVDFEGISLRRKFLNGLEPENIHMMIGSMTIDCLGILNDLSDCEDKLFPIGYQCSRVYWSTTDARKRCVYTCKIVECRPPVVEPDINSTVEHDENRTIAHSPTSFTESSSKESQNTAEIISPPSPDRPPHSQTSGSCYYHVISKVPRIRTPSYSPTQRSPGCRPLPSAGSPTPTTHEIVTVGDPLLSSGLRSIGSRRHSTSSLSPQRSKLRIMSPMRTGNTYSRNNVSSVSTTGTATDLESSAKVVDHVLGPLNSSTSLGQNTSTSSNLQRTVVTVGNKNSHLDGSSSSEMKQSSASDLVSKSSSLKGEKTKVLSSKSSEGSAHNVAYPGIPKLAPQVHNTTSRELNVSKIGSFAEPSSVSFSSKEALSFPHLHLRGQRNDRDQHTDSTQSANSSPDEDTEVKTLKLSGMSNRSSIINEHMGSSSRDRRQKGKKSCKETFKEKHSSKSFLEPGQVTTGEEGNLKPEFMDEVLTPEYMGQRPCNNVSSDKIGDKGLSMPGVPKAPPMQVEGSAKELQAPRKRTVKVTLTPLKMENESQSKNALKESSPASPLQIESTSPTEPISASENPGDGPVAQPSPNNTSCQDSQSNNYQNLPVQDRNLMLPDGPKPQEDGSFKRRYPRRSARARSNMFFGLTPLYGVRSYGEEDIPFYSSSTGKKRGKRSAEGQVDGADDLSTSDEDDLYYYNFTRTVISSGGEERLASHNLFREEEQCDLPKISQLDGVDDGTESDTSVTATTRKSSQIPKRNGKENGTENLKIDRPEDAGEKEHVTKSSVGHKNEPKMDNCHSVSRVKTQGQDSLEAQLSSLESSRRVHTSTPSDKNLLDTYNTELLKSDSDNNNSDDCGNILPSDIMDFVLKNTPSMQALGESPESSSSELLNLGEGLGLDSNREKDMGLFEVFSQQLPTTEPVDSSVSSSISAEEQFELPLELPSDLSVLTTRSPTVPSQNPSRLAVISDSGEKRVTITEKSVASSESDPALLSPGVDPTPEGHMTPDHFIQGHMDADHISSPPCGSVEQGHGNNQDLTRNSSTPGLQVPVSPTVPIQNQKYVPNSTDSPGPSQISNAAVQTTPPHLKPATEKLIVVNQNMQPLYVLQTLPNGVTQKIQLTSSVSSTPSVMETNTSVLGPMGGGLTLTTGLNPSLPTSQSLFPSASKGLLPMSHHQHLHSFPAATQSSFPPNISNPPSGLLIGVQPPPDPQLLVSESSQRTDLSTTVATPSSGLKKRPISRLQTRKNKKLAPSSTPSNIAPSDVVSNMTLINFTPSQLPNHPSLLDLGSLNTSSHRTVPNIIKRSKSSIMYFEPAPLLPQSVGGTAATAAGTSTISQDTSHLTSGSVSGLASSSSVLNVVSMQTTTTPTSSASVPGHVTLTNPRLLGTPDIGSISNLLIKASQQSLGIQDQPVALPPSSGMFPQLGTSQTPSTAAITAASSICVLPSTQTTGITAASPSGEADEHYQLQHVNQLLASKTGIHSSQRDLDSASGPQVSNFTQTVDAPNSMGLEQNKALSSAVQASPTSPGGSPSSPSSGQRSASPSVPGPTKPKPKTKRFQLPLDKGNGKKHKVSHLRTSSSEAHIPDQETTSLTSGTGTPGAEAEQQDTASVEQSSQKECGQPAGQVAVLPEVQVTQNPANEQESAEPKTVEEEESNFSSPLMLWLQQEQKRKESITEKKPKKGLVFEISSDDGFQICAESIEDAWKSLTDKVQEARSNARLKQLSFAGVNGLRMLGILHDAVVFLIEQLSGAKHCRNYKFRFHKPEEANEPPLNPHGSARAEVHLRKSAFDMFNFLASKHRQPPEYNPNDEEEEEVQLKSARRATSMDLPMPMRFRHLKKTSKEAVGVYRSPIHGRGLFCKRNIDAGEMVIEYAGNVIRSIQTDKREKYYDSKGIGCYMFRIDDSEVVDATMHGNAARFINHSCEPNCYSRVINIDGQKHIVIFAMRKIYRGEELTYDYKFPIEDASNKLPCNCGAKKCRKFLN
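Fluorescence polarization: 7 uM MLL-CXXC (stock) preincubated 5 min with compounds, then 50 nM fluorescein-HOX-A9 DNA (stock) added; 30 min ambient. Buffer 50 mM Tris-HCl pH 7.5, 50 mM NaCl, 1 mM DTT, 0.05% BSA.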
A-T KAP1 phos = qHTS Assay for Identifying a Potential Treatment of Ataxia-Telangiectasia; […] A-T fibroblasts, KAP-1 phosphorylation AlphaLISA; neocarzinostatin DNA damage 30 min before lysis; Potency, µM (highest dose often 57.5 µM), for inactives: at the highest dose activation, actives largely listed as activators; hit rate 0.19% among 320,000; AID 485349, 2010; also: potency is read from the fitted curve at half-maximal effect; % of control where 0% means no effect; nearly all actives have a fitted effect of over 45% in size
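hTERT-immortalized A-T patient fibroblasts ([…]), 500 cells/well in OPTI-MEM, 1% FBS, got compounds for 60 min, then NCS for 30 min at 37C. Lysates were then assayed for phospho-KAP-1 by AlphaLISA (anti-pKAP1 donor, anti-KAP1 acceptor beads), 6 hr at 25C.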
B2AR arrestin = qHTS assay of beta-arrestin-biased ligands of beta2-adrenergic receptor; beta-arrestin recruitment to beta2AR, cell-based reporter; Potency, µM (series often up to 46.1 µM), without a hit: top-dose activation, actives largely listed as activators; Beta-2 adrenergic receptor (Homo sapiens), P07550; hit rate 0.02% among 330,000;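 also: potency is read from the fitted curve at half-maximal effect; 0% = DMSO controls and full agonism = EC100 isoproterenol or metaproterenol; nearly all actives have a fitted effect of over 65% in size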
TRPV1 ag = HTS Assay for Compounds that Act as Agonists of the Vanilloid Receptor 1; Transient receptor potential cation channel subfamily V member 1 (Homo sapiens), Q8NER1; AID 540275, 2011; hit rate 0.19% among 320,000; TRPV1-expressing cells, Fluo-8 calcium influx, agonist mode; activation, % at 8.33 µM; in the data active = activation above about 80%; inconclusive = between about 30% and that limit; also: 0% is about no effect
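Cells expressing TRPV1 were dye-loaded with Fluo-8 and read kinetically: 10 s baseline, 3 min after compound (agonist portion), then 2 min after EC20 capsaicin (allosteric enhancer portion). Calcium-bound dye fluorescence at 480/520 nm.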
BRCA1 expr up = qHTS Assay to Identify Small Molecule Activators of BRCA1 Expression | MCF7-BRCA1-FFLuc reporter, luminescence, 48 h; response scale: scaled: vehicle 0%, 10 µM genistein 100% | Potency, µM (top dose mostly 46.1 µM), for the others: top-dose activation, hits mostly activators | hit rate 1.1% among 380,000 | AID 624202, 2012; also: potency is read from the fitted curve at half-maximal effect; nearly all actives have a fitted effect of over 80% in size; some results filed as inactive show a strong effect at the top dose
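Reporter cells (MCF7, BRCA1 promoter-firefly luciferase) received library compounds across a concentration series for 48 h. End-point luminescence was measured and concentration-effect curves derived after normalization.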
TCR act = Activators of T cell receptors: qHTS campaign; 330,000 tested, under 10 active; Potency, µM (titrated, usually from 9.22 µM), without a hit: top-dose activation of IL-2 secretion, actives largely listed as activators; primary human leukocytes, anti-CD3, IL-2 HTRF, 48 h; AID 504894, 2011; also: % of control where 0% means no effect
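Readout: HTRF IL-2, Eu-cryptate/d2 antibody pair, 320nm excitation, 665nm emission. Stimulus: a-CD3 beads, no co-stimulation. Cells: primary human leukocytes. Exposure: 48 hr with compound.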
TSG101-PTAP inh = qHTS Assay for Iinhibitors of HIV-1 Budding by Blocking the Interaction of PTAP/TSG101. Fluorescence polarization, FITC-PTAP peptide / Tsg101 binding. Tumor susceptibility gene 101 protein (Homo sapiens), Q99816. 340,000 tested, under 10 active. Potency, µM (highest dose often 115 µM), inactives show at the highest dose activity change, negative = inhibition, hits mostly inhibitors. AID 493005, 2010; active = well fitted inhibition curve with a large enough effect in the main read-out, with a control signal flat, not every such curve was filed as active; inconclusive = small, poorly fitted or top-dose-only effect, or effect the other way, or a change in a side signal; inactive = no such curve, though single readings can be large or run the other way; also: potency is read from the fitted curve at half-maximal effect; % of control where 0% means no effect
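Steps: Tsg101 binding domain dispensed (10 uM final), compounds pinned in DMSO, FITC-labeled PTAP-motif peptide added (50 nM final); after 20 min binding at room temperature, polarization measured.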
ELG1 repair inh = qHTS screen for small molecules that inhibit ELG1-dependent DNA repair in human embryonic kidney (HEK293T) cells expressing luciferase-tagged ELG1; HEK293T ELG1-luciferase reporter, luminescence, 16 h; DNA damage induced by 5-fluorouridine; Potency, µM (top dose mostly 46.1 µM), without a hit: at the top dose activity change, negative = inhibition, actives largely listed as inhibitors; hit rate 2.3% among 330,000; AID 504467, 2011; also: potency is read from the fitted curve at half-maximal effect; % is scaled to controls: 0 for no effect and ±100 for the full control effect; nearly all actives have a fitted effect of over 55% in size
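Overnight (16 hr) co-exposure of 2,000 cells/well to 5-fluorouridine and compound at 37 °C preceded detection. Luciferase was quantified via ONE-Glo luminescence; loss of signal denotes inhibition.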
Integrin act MD = qHTS for Activators of Integrin-Mediated Alleviation for Muscular Dystrophy. alpha7betagal myoblasts, beta-gal FDG fluorescence, 48 h. Potency, µM (top dose mostly 38.3 µM), for inactives: at the highest dose activation, hits mostly activators. hit rate 0.064% among 350,000;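 also: potency is read from the fitted curve at half-maximal effect; 100% = response of the positive control SU9516; nearly all actives have a fitted effect of over 60% in size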
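Alpha7betagal+/- myoblasts (passage 13) were plated 16-24 hr, then exposed to compounds (1:260 dilution of DMSO stock) for 48 hours at 37C. After MPER lysis, β-galactosidase reporter activity was read as FDG fluorescence (ex 480/em 540) after 30 minutes.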
p53 reactivation = qHTS assay for re-activators of p53 using a Luc reporter; hit rate 0.063% among 320,000; H1299 p53-A138V BP100-luciferase reporter, luminescence, 24 h; Potency, µM (series often up to 92.2 µM), for the others: at the highest dose activity change, positive = activation, hits mostly activators; also: potency is read from the fitted curve at half-maximal effect; % of control where 0% means no effect; nearly all actives have a fitted effect of over 45% in size
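H1299 (p53-null), stable ts p53-A138V + BP100-Luc; 1000 cells/well, Opti-MEM/10% FBS; cpd 4 pt, 1:5; 24 h, 37 deg C, 5% CO2; detection reagent 10 min RT; luminescence.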
Active calls of the source: *; ? = inconclusive; / = not tested or not shown; [ ] = dose if it differs, or a comment. Unless noted, calls follow the shape of the dose curve; as a rule, active = well fitted curve in the direction sought with a large enough effect; inconclusive = small, poorly fitted or top-dose-only effect, or another doubt; inactive = no such curve, though single readings can be large; an effect the other way counts as inactive or inconclusive.

SMILES | CXXC DNA block | A-T KAP1 phos | B2AR arrestin | TRPV1 ag | BRCA1 expr up | TCR act | TSG101-PTAP inh | ELG1 repair inh | Integrin act MD | p53 reactivation
Cc1ccc(-c2nnc(-c3cccs3)o2)cc1 | 5% | 7% | 0.0% | ? | ? | -2% | -8% | ? | 24% | 5%
O=C(COc1ccc(S(=O)(=O)N2CCCC2)cc1[N+](=O)[O-])N1CCCC1 | / | -2% | 0.2% | 3 | -10% | 2% | 0% | 0% | 0% | 8%
COCCCN1C(=O)C(=O)/C(=C(/O)c2ccc(OCC(C)C)cc2)C1c1cccnc1 (stereo not given) | 0% | 0% | 7.2% | 4 | 12% | -3% | -3% | 4% | -19% | -3%
COc1ccc(/C=N/OCC(=O)NC(c2ccccc2)c2ccccc2)c(OC)c1 | 7% | 5% | 3.8% | 4 | -53% | -2%[46.1 µM] | 1% | -6% | -44% | -6%
CCOC(=O)c1ccccc1NC(=O)c1ccccc1N(C)S(C)(=O)=O | -7% | / | / | -1 | -19% | -1% | -2% | / | 21% | /
CN1CCC(N2CCCC(C(=O)O)C2)CC1 (stereo not given) | -2% | / | -0.7% | -4 | 19% | 2% | -3% | 0% | 0% | 0%
c1ccc2c(CCNc3ncnc4nc[nH]c34)c[nH]c2c1 | 7% | 10% | 0.2% | 0 | 0% | 2%[46.1 µM] | -4% | 6.5µM* | -19% | ?
O=C(NCC(c1cccnc1)N1CCOCC1)c1cccc(Cl)c1 (stereo not given) | -2% | 5% | 0.0% | 0 | 1% | 17% | 0% | 2% | 23% | 13%
O=C(N/N=C/c1cccc(O)c1)c1ccc2c(c1)OCCO2 | 2% | 7% | 0.1% | -4 | -5% | 4% | -2% | ? | -7% | ?
CC(C)COc1ccc(C(=O)N(Cc2ccco2)C2CCS(=O)(=O)C2)cc1 (stereo not given) | 0% | 14% | 0.2% | 0 | -15% | -1% | -1% | ? | -32% | -1%
Cc1ccc2cc(C)c(Sc3nnnn3-c3ccccc3)nc2c1 | -2% | 2% | 0.9% | 10 | -29% | 0%[46.1 µM] | 0% | ? | -14% | 1%
Cc1cccc2cc(CN(CCN3CCCC3)C(=O)NC3CCCCC3)c(=O)[nH]c12 | 6% | -1% | -0.1% | 0 | -1% | 5% | -5% | -18% | -44% | -9%
Cc1noc(C)c1CSc1nnc(-c2ccccc2)n1N | 15% | -2% | -1.1% | 0 | -12% | -3% | -9% | -4% | -20% | -6%
CC(=O)N1CCN=C1SCc1cccc(F)c1 | 10% | 8% | -0.9% | 0 | -17% | 9% | 0% | 26% | -21% | -2%
CCOC(=O)N1CCN(C(=O)C(CC)c2ccccc2)CC1 (stereo not given) | 11% | -2% | -1.5% | 1 | -4% | 1%[46.1 µM] | -3% | -6% | -16% | 1%

Reformatted: four of the compounds above
| smiles | CXXC DNA block | A-T KAP1 phos | B2AR arrestin | TRPV1 ag | BRCA1 expr up | TCR act | TSG101-PTAP inh | ELG1 repair inh | Integrin act MD | p53 reactivation |
| --- | --- | --- | --- | --- | --- | --- | --- | --- | --- | --- |
| O=C(N/N=C/c1cccc(O)c1)c1ccc2c(c1)OCCO2 | 2% | 7% | 0.1% | -4 | -5% | 4% | -2% | ? | -7% | ? |
| CCOC(=O)N1CCN(C(=O)C(CC)c2ccccc2)CC1 (stereo not given) | 11% | -2% | -1.5% | 1 | -4% | 1%[46.1 µM] | -3% | -6% | -16% | 1% |
| CN1CCC(N2CCCC(C(=O)O)C2)CC1 (stereo not given) | -2% | / | -0.7% | -4 | 19% | 2% | -3% | 0% | 0% | 0% |
| CC(=O)N1CCN=C1SCc1cccc(F)c1 | 10% | 8% | -0.9% | 0 | -17% | 9% | 0% | 26% | -21% | -2% |

3 structures out of the list, ordered by length of the SMILES, descending:
SMILES | CXXC DNA block | A-T KAP1 phos | B2AR arrestin | TRPV1 ag | BRCA1 expr up | TCR act | TSG101-PTAP inh | ELG1 repair inh | Integrin act MD | p53 reactivation
O=C(COc1ccc(S(=O)(=O)N2CCCC2)cc1[N+](=O)[O-])N1CCCC1 | / | -2% | 0.2% | 3 | -10% | 2% | 0% | 0% | 0% | 8%
COc1ccc(/C=N/OCC(=O)NC(c2ccccc2)c2ccccc2)c(OC)c1 | 7% | 5% | 3.8% | 4 | -53% | -2%[46.1 µM] | 1% | -6% | -44% | -6%
Cc1ccc(-c2nnc(-c3cccs3)o2)cc1 | 5% | 7% | 0.0% | ? | ? | -2% | -8% | ? | 24% | 5%

Next part
SMILES | CXXC DNA block | A-T KAP1 phos | B2AR arrestin | TRPV1 ag | BRCA1 expr up | TCR act | TSG101-PTAP inh | ELG1 repair inh | Integrin act MD | p53 reactivation
CCN(CC)CCNc1nc(C(F)(F)F)nc2c1nnn2Cc1ccccc1 | 13% | 1% | -0.8% | ? | -66% | 4% | -7% | -3% | -45%[inhibitor] | /
O=C(COc1ccccc1O)Nc1ccc(Cl)cc1 | 2% | -4% | -0.1% | ? | 1% | 1% | -7% | 6% | -3% | -1%
CSC1=NCCN1C(=O)C12CC3CC(CC(C3)C1)C2 | -2% | 5% | 0.2% | 3 | -10% | 6% | -4% | -9% | -20% | ?
O=C1[C@H](O)[C@@H](O)C(=O)N1Cc1ccccc1 | 2% | 10% | -1.1% | -3 | 17% | -8% | 1% | 3% | 8% | -1%
O=C1OCC2=C1C(c1ccc(F)cc1)c1cc3c(cc1N2)OCO3 (stereo not given) | 6% | -2% | 0.0% | 10 | -60% | 7% | 1% | ? | -24% | -1%
COc1ccc(N2CC(C(=O)N[C@@H](C)C(=O)NCc3ccccc3OC)CC2=O)cc1 (stereo not given in full) | 15% | 4% | -0.2% | 3 | 2% | -2% | -2% | 13% | 15% | 3%
Cc1[nH]n(-c2ccccc2)c(=O)c1C=Nc1ccc(S(=O)(=O)Nc2nccs2)cc1 | 13% | 2% | -0.2% | 5 | 13% | 9% | -5% | -6% | 12% | -3%
CC(=O)Nc1ccc(S(=O)(=O)NCCSCc2cccc(Cl)c2)cc1 | 13% | 1% | -1.8% | -4 | -31% | -4%[46.1 µM] | 0% | -24% | -4% | -2%
O=C(CNCc1ccccc1)NC1C2CC3CC(C2)CC1C3 (stereo not given) | -2% | 10% | -0.5% | 8 | 89% | / | -2% | ? | -6% | /
COCC(=O)NC1CCN(S(=O)(=O)c2cccc(C(C)=O)c2)CC1 | -5% | -1% | -0.1% | -1 | 15% | -6% | -3% | -3% | 0% | 0%
CCOC(=O)c1cc(C#N)c(SCc2cccc3ccccc23)nc1C | 6% | 1% | 0.1% | 1 | -16% | -13% | 0% | 4% | -11% | 1%
CS(=O)(=O)c1ccc(C(=O)NC(Cc2ccccc2)c2ccccc2)cc1 (stereo not given) | 0% | 3% | -1.1% | 23 | -10% | -1% | 2% | 4% | 1% | 10%
Cc1cccc(N2CCN(C(=O)c3cccc(N4C(=O)C5C6C=CC(C6)C5C4=O)c3)CC2)c1C (stereo not given) | 28% | -5% | 0.1% | 13 | -6% | 2% | -8% | -27% | 17% | -6%
CCOCCc1nnc(NC(=O)c2cc(OC)c(OC)c(OC)c2)s1 | -5% | -2% | -0.2% | 2 | -32% | -2% | -2% | 5% | 4% | 0%
c1ccc2c(CCN3CCNC[C@H]3Cc3cccc4ccccc34)cccc2c1 | / | -2% | -0.1% | / | -6% | 12% | 2% | ? | -40% | -2%
Cn1c(CSc2nc3ccccc3n2C)nc2ccccc21 | 6% | -1% | -0.3% | 8 | 34% | 10% | -4% | ? | -2% | 13%
NS(=O)(=O)c1ccc(NC(=O)C2CCCO2)cc1 (stereo not given) | -3% | -3% | 0.1% | -3 | 13% | -11% | -5% | 4% | 26% | -15%
COc1cccc(-c2cc(C(=O)NCC3CCCO3)c3cc(Br)cc(C)c3n2)c1 (stereo not given) | 8% | 0% | -0.1% | ? | -13% | -4% | -1% | 12% | -23% | 14%
Cc1occc1C(=O)Nc1sc2c(c1C(N)=O)CCCCC2 | 25% | 6% | -0.2% | 6 | 8% | -7% | -5% | ? | -24% | ?
COc1cccc(NC2c3ccccc3C(=O)N2Cc2ccco2)c1 (stereo not given) | 3% | 9% | -0.5% | 1 | 3% | 8% | -9% | -16% | 0% | 3%
CC1COC(=O)C(NNc2ccc(Cl)c(Cl)c2)=N1 (stereo not given) | 0% | 1% | 0.1% | 23 | -21% | -2% | -3% | ? | -15% | 7%

Source: PubChem (National Center for Advancing Translational Sciences (NCATS))
